Source: PubChem
TcdB inh: TcdB glycohydrolase inhibitors, primary screen, biochemical, single point, plate reader. TcdB glycohydrolase enzymatic assay. inhibition, % at 9.99 µM. AID 652162, 2013. 350,000 tested, 0.24% active; in the data active means inhibition above about 10%
Target sequence (P18177 whole entry, looked up): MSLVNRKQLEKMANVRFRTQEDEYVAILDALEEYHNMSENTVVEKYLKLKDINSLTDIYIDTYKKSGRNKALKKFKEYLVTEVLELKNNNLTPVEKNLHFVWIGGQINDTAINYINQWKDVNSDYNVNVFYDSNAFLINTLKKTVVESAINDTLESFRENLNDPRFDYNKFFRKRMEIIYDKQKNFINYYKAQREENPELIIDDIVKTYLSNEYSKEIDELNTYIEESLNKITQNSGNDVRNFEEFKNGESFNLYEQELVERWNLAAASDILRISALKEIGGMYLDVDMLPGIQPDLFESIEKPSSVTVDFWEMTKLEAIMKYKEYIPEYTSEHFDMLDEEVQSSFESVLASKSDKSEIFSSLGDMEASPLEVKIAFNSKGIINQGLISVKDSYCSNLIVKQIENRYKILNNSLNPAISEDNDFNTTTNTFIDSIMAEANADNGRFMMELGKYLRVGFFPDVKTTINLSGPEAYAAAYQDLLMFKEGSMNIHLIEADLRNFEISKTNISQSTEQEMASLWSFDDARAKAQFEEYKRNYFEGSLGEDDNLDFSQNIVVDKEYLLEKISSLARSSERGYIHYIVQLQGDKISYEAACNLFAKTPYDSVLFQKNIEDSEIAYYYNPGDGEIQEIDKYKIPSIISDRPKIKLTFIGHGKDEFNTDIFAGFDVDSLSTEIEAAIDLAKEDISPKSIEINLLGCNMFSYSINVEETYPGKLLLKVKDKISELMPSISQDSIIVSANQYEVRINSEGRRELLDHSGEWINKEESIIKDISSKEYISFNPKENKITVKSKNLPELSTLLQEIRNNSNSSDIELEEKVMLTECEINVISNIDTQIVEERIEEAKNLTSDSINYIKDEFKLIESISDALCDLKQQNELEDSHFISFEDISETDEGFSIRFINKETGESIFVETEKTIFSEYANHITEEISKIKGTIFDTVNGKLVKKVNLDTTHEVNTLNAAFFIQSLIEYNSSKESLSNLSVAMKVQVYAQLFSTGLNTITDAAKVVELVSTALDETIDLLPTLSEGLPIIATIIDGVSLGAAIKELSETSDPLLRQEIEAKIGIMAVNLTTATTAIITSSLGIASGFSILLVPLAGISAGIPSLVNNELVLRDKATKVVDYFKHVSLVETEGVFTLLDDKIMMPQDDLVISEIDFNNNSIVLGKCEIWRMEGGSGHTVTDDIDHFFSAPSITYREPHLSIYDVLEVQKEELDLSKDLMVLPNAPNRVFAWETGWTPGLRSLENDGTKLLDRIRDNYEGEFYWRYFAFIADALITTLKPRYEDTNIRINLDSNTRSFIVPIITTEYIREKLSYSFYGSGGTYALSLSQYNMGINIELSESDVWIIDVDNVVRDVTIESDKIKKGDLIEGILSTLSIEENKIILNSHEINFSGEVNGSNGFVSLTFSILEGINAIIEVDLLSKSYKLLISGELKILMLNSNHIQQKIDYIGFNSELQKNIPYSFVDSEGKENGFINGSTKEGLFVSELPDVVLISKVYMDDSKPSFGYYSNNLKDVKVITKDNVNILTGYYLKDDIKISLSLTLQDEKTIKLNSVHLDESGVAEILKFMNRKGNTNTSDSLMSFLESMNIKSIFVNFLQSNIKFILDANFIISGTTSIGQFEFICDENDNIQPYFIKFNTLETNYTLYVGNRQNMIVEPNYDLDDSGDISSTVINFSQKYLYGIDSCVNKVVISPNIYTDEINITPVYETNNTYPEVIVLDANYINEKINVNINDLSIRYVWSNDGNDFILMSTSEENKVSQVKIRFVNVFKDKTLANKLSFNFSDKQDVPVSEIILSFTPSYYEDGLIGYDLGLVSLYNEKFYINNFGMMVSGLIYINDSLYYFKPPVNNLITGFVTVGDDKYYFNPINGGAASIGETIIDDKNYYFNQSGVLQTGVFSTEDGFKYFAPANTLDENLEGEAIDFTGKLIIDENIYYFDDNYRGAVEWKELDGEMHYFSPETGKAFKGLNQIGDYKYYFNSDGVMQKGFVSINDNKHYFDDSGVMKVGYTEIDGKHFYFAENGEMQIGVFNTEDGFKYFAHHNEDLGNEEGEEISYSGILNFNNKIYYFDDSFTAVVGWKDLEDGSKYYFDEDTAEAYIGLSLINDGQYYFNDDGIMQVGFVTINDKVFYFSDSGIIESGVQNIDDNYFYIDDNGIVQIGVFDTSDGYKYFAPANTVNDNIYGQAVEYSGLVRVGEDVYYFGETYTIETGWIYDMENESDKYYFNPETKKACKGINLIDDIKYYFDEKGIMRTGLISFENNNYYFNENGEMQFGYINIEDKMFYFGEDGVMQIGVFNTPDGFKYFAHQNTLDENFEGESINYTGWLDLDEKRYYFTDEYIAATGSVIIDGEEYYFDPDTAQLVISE
Active calls of the source: *. Not all compounds are listed, so the mix of outcomes need not match the whole.

SMILES | TcdB inh
O=C(Cc1cccnc1)N1CC[C@H]2[C@H](CO)Nc3ccc(C#Cc4cccc(F)c4)cc3[C@H]21 | 1.8
CO[C@H]1CN(C)C(=O)c2ccc(NC(=O)NC(C)C)cc2OC[C@@H](C)N(Cc2ccccn2)C[C@H]1C | -1.1
COc1ccc(NC(=O)N(C)C[C@@H]2Oc3ccc(NC(=O)CCN4CCOCC4)cc3CC(=O)N([C@H](C)CO)C[C@H]2C)cc1 | 0.0
COc1ccc(NC(=O)Nc2ccc3c(c2)C(=O)N([C@H](C)CO)C[C@@H](C)[C@@H](CN(C)S(=O)(=O)c2c(C)noc2C)OCCCC[C@H](C)O3)cc1 | -1.0
C[C@H]1CN([C@@H](C)CO)C(=O)c2cccc(NS(=O)(=O)c3ccc(F)cc3)c2O[C@@H]1CN(C)C | 0.7
Cc1ccc(S(=O)(=O)N[C@H]2CC[C@H](CCNC(=O)C3CCOCC3)O[C@H]2CO)cc1 | -19
COc1ccc(S(=O)(=O)Nc2ccc3c(c2)C(=O)N([C@@H](C)CO)C[C@@H](C)[C@@H](CN(C)Cc2ccc(-c4ccccc4)cc2)O3)cc1 | -1.3
C[C@H]1CN([C@@H](C)CO)C(=O)c2ccccc2-c2ccccc2CO[C@@H]1CN(C)S(=O)(=O)c1ccc([N+](=O)[O-])cc1 | -1.0
O=C(C[C@@H]1CC[C@H]2[C@@H](COC[C@H](O)CN2CC2CCOCC2)O1)NCC1CCCCC1 | -0.3
CS(=O)(=O)Nc1ccc2c(c1)[C@H]1C[C@H](CC(=O)NCc3cccnc3)O[C@@H](CO)[C@H]1O2 | 0.2
CC=Cc1ccc2n(c1=O)C[C@@H]1[C@@H](CO)[C@H](C(=O)N3CCCCC3)[C@H]2N1C(=O)C1CCC1 (mixture of isomers) | -1.6
O=C(C[C@H]1C=C[C@H](NC(=O)CN2CCOCC2)[C@H](CO)O1)NCCc1ccccc1 | 0.6
CS(=O)(=O)N1[C@H](C#N)[C@@H](c2ccc(C#CC3CCCCC3)cc2)[C@H]1CO | 0.1
N#C[C@H]1[C@H](c2ccccc2C2=CCCC2)[C@@H](CO)N1C(=O)CN1CCOCC1 | 0.7
CC(C)CC#Cc1ccc2c(c1)O[C@@H](CN(C)Cc1ccc(F)cc1)[C@@H](C)CN([C@@H](C)CO)S2(=O)=O | 0.5
C[C@@H]1CN([C@H](C)CO)S(=O)(=O)c2ccc(-c3cccnc3)cc2O[C@H]1CN(C)C(=O)C1CCC1 | -0.5
C[C@H]1CN([C@@H](C)CO)S(=O)(=O)c2ccc(C#CCN(C)C)cc2O[C@H]1CN(C)C(=O)CN(C)C | -0.7
Cc1ccc(S(=O)(=O)N2C[C@H](O)COC[C@@H]3O[C@@H](CC(=O)N[C@@H]4CCN(Cc5ccccc5)C4)CC[C@H]32)cc1 | -0.9
C[C@H]1CN([C@@H](C)CO)C(=O)c2cc(NC(=O)C3CC3)ccc2O[C@@H]1CN(C)C(=O)Nc1cccc2ccccc12 | 0.6
COc1ccc(NC(=O)Nc2ccc3c(c2)OC[C@H](C)NC[C@@H](C)[C@@H](OC)CN(C)C3=O)cc1 | -0.8

Rewritten as tab-separated lines: six of the compounds above
structure	TcdB inh
N#C[C@H]1[C@H](c2ccccc2C2=CCCC2)[C@@H](CO)N1C(=O)CN1CCOCC1	0.7
CC(C)CC#Cc1ccc2c(c1)O[C@@H](CN(C)Cc1ccc(F)cc1)[C@@H](C)CN([C@@H](C)CO)S2(=O)=O	0.5
C[C@@H]1CN([C@H](C)CO)S(=O)(=O)c2ccc(-c3cccnc3)cc2O[C@H]1CN(C)C(=O)C1CCC1	-0.5
C[C@H]1CN([C@@H](C)CO)S(=O)(=O)c2ccc(C#CCN(C)C)cc2O[C@H]1CN(C)C(=O)CN(C)C	-0.7
Cc1ccc(S(=O)(=O)N2C[C@H](O)COC[C@@H]3O[C@@H](CC(=O)N[C@@H]4CCN(Cc5ccccc5)C4)CC[C@H]32)cc1	-0.9
C[C@H]1CN([C@@H](C)CO)C(=O)c2cc(NC(=O)C3CC3)ccc2O[C@@H]1CN(C)C(=O)Nc1cccc2ccccc12	0.6

(list continues)
SMILES | TcdB inh
O=C(Cc1ccccc1)N1C[C@@H]2[C@H](c3ccccc31)[C@@H](CO)N2C(=O)Nc1ccc(F)cc1 | 1.7
COCC(=O)Nc1ccc2c(c1)[C@@H]1C[C@H](CC(=O)NCc3cccnc3)O[C@@H](CO)[C@@H]1O2 | 0.0
C[C@H]1CN([C@@H](C)CO)C(=O)c2cc(NC(=O)Nc3ccccc3)ccc2O[C@@H]1CN(C)S(=O)(=O)c1ccc(F)cc1 | -3.5
O=C(C[C@@H]1C[C@H]2c3cc(NS(=O)(=O)c4ccccc4)ccc3O[C@H]2[C@H](CO)O1)NCC(F)(F)F | 0.6
O=C(C[C@@H]1CC[C@@H]2NC[C@H](O)COC[C@H]2O1)NCc1ccc(Oc2ccccc2)cc1 | 0.6
C[C@@H]1CN([C@@H](C)CO)C(=O)c2cc(C#CC3CCCCC3)cnc2O[C@@H]1CN(C)S(C)(=O)=O | 1.3
COc1ccc(NC(=O)Nc2ccc3c(c2)C(=O)N([C@H](C)CO)C[C@@H](C)[C@@H](CN(C)C(=O)NC2CCCCC2)OCCCC[C@@H](C)O3)cc1 | -0.8
C[C@H]1CCCCO[C@H](CN(C)Cc2ccccc2)[C@@H](C)CN([C@@H](C)CO)C(=O)c2cc(NC(=O)Cc3ccccc3)ccc2O1 | -0.2
O=C(C[C@H]1C=C[C@@H](NC(=O)CC2CC2)[C@@H](CO)O1)NCc1ccc(Cl)cc1 | -5.4
Cc1ccc(S(=O)(=O)Nc2ccc3c(c2)C(=O)N([C@H](C)CO)C[C@H](C)[C@@H](CN(C)C(=O)CCC(F)(F)F)OCCCC[C@@H](C)O3)cc1 | -1.3

In the list so far, these contain a cyano group.
SMILES | TcdB inh
CS(=O)(=O)N1[C@H](C#N)[C@@H](c2ccc(C#CC3CCCCC3)cc2)[C@H]1CO | 0.1
N#C[C@H]1[C@H](c2ccccc2C2=CCCC2)[C@@H](CO)N1C(=O)CN1CCOCC1 | 0.7

(cont.)
SMILES | TcdB inh
C[C@@H]1CN([C@H](C)CO)S(=O)(=O)c2ccc(C#C[C@@H](C)O)cc2O[C@H]1CN(C)C(=O)Nc1ccccc1 | -0.2
CCNC(=O)C[C@@H]1C=C[C@H](NS(=O)(=O)c2ccc(C)cc2)[C@@H](CO)O1 | -0.4
C[C@@H]1CN([C@@H](C)CO)C(=O)c2cc(NC(=O)c3ccccc3)ccc2O[C@@H](C)CCCCO[C@@H]1CN(C)C(=O)c1ccncc1 | -2.6
C[C@@H]1CN([C@H](C)CO)C(=O)c2cc(NS(=O)(=O)c3cccs3)ccc2O[C@H]1CN(C)Cc1ccc(C(=O)O)cc1 | -0.5
COc1ccc(NC(=O)Nc2ccc3c(c2)C(=O)N([C@@H](C)CO)C[C@H](C)[C@@H](CN(C)S(=O)(=O)c2ccc(Cl)cc2)OCCCC[C@H](C)O3)cc1 | 0.0
C[C@H]1CCCCO[C@H](CN(C)S(=O)(=O)c2ccccc2)[C@@H](C)CN([C@@H](C)CO)C(=O)c2cc(NS(C)(=O)=O)ccc2O1 | 0.3
COc1ccc(NC(=O)N(C)C[C@H]2Oc3ccc(NS(=O)(=O)c4c(C)noc4C)cc3C(=O)N([C@@H](C)CO)C[C@H]2C)cc1 | 0.1
C[C@@H]1CN([C@@H](C)CO)S(=O)(=O)c2ccc(-c3cccnc3)cc2O[C@H]1CN(C)C(=O)NC1CCCCC1 | 0.7
CCN1[C@@H]2c3ccc(-c4ccccc4)c(=O)n3C[C@H]1[C@H](CO)[C@H]2C(=O)NCc1ccccc1 | 0.5
C[C@@H]1CN([C@H](C)CO)C(=O)c2cc(C#Cc3ccc(F)cc3)cnc2O[C@H]1CN(C)S(C)(=O)=O | 0.6
CC(=O)N1CC2(C1)[C@@H](c1ccccc1)[C@@H](CO)N2C(=O)c1ccncc1 | -0.3
C[C@@H]1CN([C@@H](C)CO)C(=O)Cc2cc(NS(=O)(=O)c3cccs3)ccc2O[C@@H]1CN(C)Cc1ccc(C(F)(F)F)cc1 | -0.2
Cc1noc(C)c1S(=O)(=O)Nc1ccc2c(c1)CC(=O)N([C@H](C)CO)C[C@H](C)[C@H](CN(C)Cc1ccc3c(c1)OCO3)O2 | 0.1
Cc1noc(C)c1S(=O)(=O)Nc1cccc2c1O[C@H](CN(C)S(=O)(=O)c1cn(C)cn1)[C@H](C)CN([C@H](C)CO)C2=O | -0.3
CC(=O)N1[C@@H]2Cn3c(ccc(C4=CCCC4)c3=O)[C@H]1[C@@H](C(=O)NCC1CC1)[C@@H]2CO | -1.0
Cc1cc(C(=O)Nc2cccc3c2O[C@@H](CN(C)C(=O)NC2CCCCC2)[C@@H](C)CN([C@H](C)CO)C3=O)n(C)n1 | 2.2
CN(C)C(=O)c1ccc(-c2ccc([C@@H]3[C@H](C#N)N(C(=O)C4CCC4)[C@H]3CO)cc2)cc1 | -0.2
O=C(Cc1ccccn1)N1CC(=O)N2[C@@H](CO)[C@H](c3ccc(C#CC4CCCCC4)cc3)[C@@H]2C1 | -0.2
CC(C)NC(=O)Nc1ccc2c(c1)CC(=O)N([C@H](C)CO)C[C@@H](C)[C@H](CN(C)CC1CCCCC1)O2 | 0.7
O=C(C[C@@H]1C[C@H]2c3cc(NC(=O)Cc4ccncc4)ccc3O[C@H]2[C@H](CO)O1)NCc1ccccn1 | -1.0
COc1ccc(CN2[C@@H](CO)[C@@H]3c4ccccc4N(C(=O)Nc4ccccc4)C[C@@H]32)cc1 | 1.0
Cc1ccccc1-c1ccc([C@H]2[C@H](CO)N3C(=O)CN(C(=O)Cc4ccccn4)C[C@@H]23)cc1 | -7.5
N#C[C@H]1[C@@H](c2ccc(C3=CCCCC3)cc2)[C@H](CO)N1C(=O)CN1CCOCC1 | 0.9
Cc1ccc(S(=O)(=O)Nc2ccc3c(c2)CC(=O)N([C@H](C)CO)C[C@H](C)[C@@H](CN(C)C(=O)Nc2ccc4c(c2)OCO4)O3)cc1 | -1.0
O=C1CN(S(=O)(=O)c2ccccc2)C[C@@H]2[C@@H](c3ccc(C#CCc4ccccc4)cc3)[C@H](CO)N12 | -1.7
CNC[C@H]1Oc2ccc(NC(=O)C3CC3)cc2C(=O)N([C@H](C)CO)C[C@@H]1C | -0.4
Cc1cccc(S(=O)(=O)N[C@H]2CC[C@@H](CCNC(=O)c3cnccn3)O[C@@H]2CO)c1 | -0.4
C[C@H]1CN([C@@H](C)CO)S(=O)(=O)c2ccc(-c3cccnc3)cc2O[C@H]1CN(C)C(=O)CC1CC1 | -1.1
COc1cccc(C#Cc2ccc([C@H]3[C@@H](CO)N4C(=O)CN(C(C)=O)C[C@H]34)cc2)c1 | 0.5
CN(C)C(=O)[C@H]1[C@H](CO)[C@H]2Cn3c(ccc(C4=CCCC4)c3=O)[C@H]2N1Cc1ccccn1 | -2.7

A draw from above in order of count of non-hydrogen atoms, low to high.
SMILES | TcdB inh
N#C[C@H]1[C@@H](c2ccc(C3=CCCCC3)cc2)[C@H](CO)N1C(=O)CN1CCOCC1 | 0.9
COc1ccc(CN2[C@@H](CO)[C@@H]3c4ccccc4N(C(=O)Nc4ccccc4)C[C@@H]32)cc1 | 1.0
Cc1ccccc1-c1ccc([C@H]2[C@H](CO)N3C(=O)CN(C(=O)Cc4ccccn4)C[C@@H]23)cc1 | -7.5

The list continues:
SMILES | TcdB inh
C[C@@H]1CN([C@@H](C)CO)S(=O)(=O)c2ccc(C#CC3CC3)cc2O[C@H]1CN(C)C(=O)CC1CC1 | -0.3
CC(C)CC#Cc1ccc2c(c1)O[C@H](CN(C)C(=O)c1ccncc1)[C@@H](C)CN([C@@H](C)CO)S2(=O)=O | 1.4
O=C(C[C@@H]1CC[C@H](NC(=O)C2CCC2)[C@@H](CO)O1)NCC1CC1 | -1.9
CCS(=O)(=O)N1CCCCN2[C@H](CO)[C@H](c3ccc(-c4ccc(C#N)cc4)cc3)[C@@H]2C1 | 0.5
C[C@@H]1CN([C@@H](C)CO)S(=O)(=O)c2ccc(C3=CCCCC3)cc2O[C@H]1CN(C)C(=O)CC1CC1 | 1.8
CN1C(=O)c2cc(NC(=O)C3CCC3)ccc2OC[C@@H]2O[C@H](CC(=O)NCCc3ccncc3)CC[C@H]21 | 0.4
C[C@@H]1CCCCO[C@H](CN(C)S(=O)(=O)c2cn(C)cn2)[C@@H](C)CN([C@@H](C)CO)C(=O)c2cc(N(C)C)ccc2O1 | -16
COc1ccc(S(=O)(=O)N(C)C[C@@H]2Oc3c(NC(=O)C4CCOCC4)cccc3C(=O)N([C@@H](C)CO)C[C@H]2C)cc1 | -0.1
C[C@@H]1CN([C@H](C)CO)C(=O)c2cccc(NC(=O)CCCCCC(=O)Nc3ccccc3N)c2O[C@H]1CN(C)C(=O)Nc1ccccc1 | -4.0
COc1ccccc1NC(=O)Nc1ccc2c(c1)OC[C@@H](C)N(Cc1ccccc1Cl)C[C@@H](C)[C@H](OC)CN(C)C2=O | -2.0
Cc1ccc(S(=O)(=O)N(C)C[C@@H]2Oc3ccc(NC(=O)CCN4CCOCC4)cc3CC(=O)N([C@@H](C)CO)C[C@H]2C)cc1 | -15
Cc1ccc(S(=O)(=O)N(C)C[C@H]2Oc3ccc(NC(=O)CCC(F)(F)F)cc3CC(=O)N([C@@H](C)CO)C[C@@H]2C)cc1 | 0.2
O=C(C[C@@H]1CC[C@H](NC(=O)Nc2ccccc2F)[C@@H](CO)O1)NCc1ccc(-c2ccccc2)cc1 | 0.1
COC(=O)C[C@H]1C[C@@H]2c3cc(NS(C)(=O)=O)ccc3O[C@@H]2[C@H](CO)O1 | -1.5
COc1ccccc1NC(=O)N1CC[C@@H]2[C@H]1c1cc(-c3ccc(F)cc3)ccc1N(C)[C@@H]2CO | 0.8
N#Cc1ccc(-c2ccc([C@@H]3[C@@H](CO)N4C(=O)CN(C(=O)C5CCCCC5)C[C@@H]34)cc2)cc1 | 1.7
CC(C)C#Cc1ccc2c(c1)O[C@H](CN(C)Cc1ccccc1)[C@@H](C)CN([C@@H](C)CO)S2(=O)=O | 0.3
C/C=C/c1ccc([C@@H]2[C@@H](CO)N(C(=O)c3cnccn3)C23CN(C(C)=O)C3)cc1 | 0.6
COc1cccc(NC(=O)N[C@@H]2C=C[C@H](CC(=O)N3CCOCC3)O[C@H]2CO)c1 | -1.1
C[C@H](CO)N1C[C@H](C)[C@@H](CN(C)C(=O)c2ccc3c(c2)OCO3)Oc2cc(-c3cncnc3)ccc2S1(=O)=O | -0.1
